Bioassay records from PubChem.
SENP8 inh: inhibitors of human SENP8 protease; recombinant SENP8, Nedd8 substrate fluorescence; Q96LD8; inhibition, % at 20 µM; 360,000 compounds, 0.64% hits; AID 602440; in the data active means inhibition mostly above about 40%, no sharp cut-off; inactive means mostly below about 27%
Target sequence (Q96LD8 whole entry, looked up): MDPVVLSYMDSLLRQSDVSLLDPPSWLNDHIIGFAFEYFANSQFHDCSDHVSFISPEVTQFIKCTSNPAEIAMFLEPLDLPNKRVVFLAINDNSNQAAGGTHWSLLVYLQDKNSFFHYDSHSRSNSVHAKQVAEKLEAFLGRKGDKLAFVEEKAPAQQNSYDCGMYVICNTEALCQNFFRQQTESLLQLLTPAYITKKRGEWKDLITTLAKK
SENP7 inh: blocks the human protease SENP7. Q9BQF6. recombinant SENP7, Z-RLRGG-aminoluciferin luminescence, 40 min. inhibition, % at 5 µM. 330,000 compounds, 1.5% hits;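 active means inhibition above about 50% at the single test dose, limit read from the data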;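 further: plate controls were DMSO with enzyme for no effect and no enzyme buffer wells for full effect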
Target sequence (Q9BQF6 706-1050 limits assumed): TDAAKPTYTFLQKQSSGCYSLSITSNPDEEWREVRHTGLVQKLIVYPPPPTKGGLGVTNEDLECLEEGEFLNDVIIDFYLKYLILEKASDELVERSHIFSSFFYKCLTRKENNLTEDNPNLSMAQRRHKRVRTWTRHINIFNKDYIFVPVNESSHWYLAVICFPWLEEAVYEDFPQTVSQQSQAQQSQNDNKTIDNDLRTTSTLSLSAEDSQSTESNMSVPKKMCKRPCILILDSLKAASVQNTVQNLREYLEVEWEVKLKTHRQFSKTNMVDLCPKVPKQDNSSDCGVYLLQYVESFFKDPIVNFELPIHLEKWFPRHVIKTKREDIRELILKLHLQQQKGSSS
MPTP inh: blocks calcium-induced mitochondrial swelling | isolated mouse mitochondria, Ca2+ swelling absorbance, 30 min | inhibition, % at 10 µM | 360,000 compounds, 1.4% hits | AID 602449;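 active means inhibition of 50% or more, scaled per plate between neutral and stimulator controls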;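 further: 0% = DMSO wells given calcium and 100% = 1 mM EGTA wells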
PfG6PD inh: PfG6PD (Plasmodium falciparum) enzyme inhibition; PfGluPho enzyme, NADPH resazurin-diaphorase fluorescence; AID 504690; inhibition, % at 20 µM; 350,000 compounds, 0.78% hits;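 active means inhibition reaching at least a set limit at 20 µM in the primary screen, cut at about 59% in these data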;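 further: 0% = DMSO wells with substrate and 100% = DMSO wells lacking glucose-6-phosphate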
HKDC1 inh: inhibitors of human hexokinase HKDC1; Q2TB90; recombinant HKDC1, G6PDH/diaphorase resazurin coupled fluorescence; AID 493160; 340,000 compounds, 0.16% hits; inhibition, % at 20 µM;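 active means inhibition above about 35% when tested at 20 µM, limit read from the data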;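 further: plate controls were DMSO wells with enzyme for no effect and DMSO wells lacking enzyme for full effect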
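Test system: Recombinant HKDC1 (HK5) hexokinase enzyme, produced in-house | Input: HKDC1 at 5 µg/mL | Buffer or medium: Tris pH 8.0 buffer with MgCl2, Tween-20, BSA, BME | Schedule: 90 min reaction incubation at room temperature, dark | Technique: Resazurin-to-resorufin fluorescence via G6PDH and diaphorase coupling, 525/613 nm | Controls: DMSO wells with and without enzyme mix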
SENP6 inh: SENP6 protease inhibition | Q9GZR1 | Recombinant SENP6 catalytic domain, aminoluciferin luminescence | inhibition, % at 10 µM | 330,000 compounds, 1.8% hits;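 active means inhibition above about 50% at the single tested dose, limit read from the data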;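 further: plate controls were DMSO wells with enzyme for no effect and DMSO wells lacking enzyme for full effect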
ATG4B inh: inhibitors of human ATG4B cysteine protease. 340,000 compounds, 0.51% hits. Q9Y4P1. ATG4B cleavage of LC3-PLA2, NBD-HPC fluorescence, 1 h. inhibition, % at 8.33 µM; in the data active means inhibition above about 40%
Target sequence (Q9Y4P1 whole entry, looked up): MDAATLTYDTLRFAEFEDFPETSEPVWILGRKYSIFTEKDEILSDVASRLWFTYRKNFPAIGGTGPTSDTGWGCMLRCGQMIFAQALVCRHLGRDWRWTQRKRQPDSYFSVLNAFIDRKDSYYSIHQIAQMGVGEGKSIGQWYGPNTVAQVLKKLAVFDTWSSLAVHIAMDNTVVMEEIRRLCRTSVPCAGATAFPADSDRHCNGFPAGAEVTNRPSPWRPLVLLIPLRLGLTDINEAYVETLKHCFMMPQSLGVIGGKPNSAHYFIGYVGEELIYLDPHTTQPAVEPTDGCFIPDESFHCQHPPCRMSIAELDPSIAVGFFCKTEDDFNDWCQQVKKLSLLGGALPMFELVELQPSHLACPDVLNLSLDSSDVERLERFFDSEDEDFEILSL
GRIN3A LBD mod: NR3A (human) ligand-binding domain modulation. AID 1259313. Tm shift relative to glycine control, % at 25 µM. 340,000 compounds, 2.5% hits. NR3A LBD differential scanning fluorimetry, Tm shift; 0% = protein alone, 100% = glycine-bound protein;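 active means melting temperature shift of at least 10% of the positive control shift, at one fixed dose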
The depositor's hits bear a star; . = no result given.

SMILES | SENP8 inh | SENP7 inh | MPTP inh | PfG6PD inh | HKDC1 inh | SENP6 inh | ATG4B inh | GRIN3A LBD mod
O=C(NCCC1CCCCN1S(=O)(=O)c1cccs1)C(=O)Nc1ccc(F)cc1F (configuration not stated) | 11 | -13 | 0.6 | 9 | 0 | -10 | 2 | 1
O=C(O)c1ccccc1C(=O)NNc1ccc(F)cc1 | 7 | 3 | -0.9 | 9 | -2 | 2 | -4 | 2
CN1CCN(c2ncnc3sc(-c4ccccc4)cc23)CC1 | -124 | -7 | 2.8 | 8 | -3 | -14 | -16 | -1
Cc1nnc(Nc2ccccc2)n(N)c1=O | 11 | -1 | -0.1 | -14 | 0 | 0 | -8 | 1
Cc1ccc(C(=O)N2CCOCC2)cc1[N+](=O)[O-] | 4 | -4 | -2.0 | -9 | 4 | 5 | 0 | 3
C=C(C)C1CC=C(C)/C(=N/NC(=O)c2cccs2)C1 (configuration not stated) | 12 | -67 | 0.3 | 25 | -7 | -28 | -9 | 0
CSC(=S)NCc1cccnc1 | 6 | 4 | 1.4 | -1 | -7 | -1 | -3 | 2
COc1ccccc1CNC(=O)c1cn(C)c(=O)c2cc(OC)c(OC)cc12 | -15 | -2 | 24 | -11 | -6 | 3 | -14 | 1
CCN1CCN(C(=S)Nc2ccsc2C(=O)OC)CC1 | 13 | 0 | 0.9 | -14 | -5 | -8 | 6 | -1
O=C1C=C(c2ccc3[nH]ccc3c2)C[C@@H](c2ccc(Cl)cc2)C1 | -13 | 4 | 1.9 | -3 | 3 | -4 | 0 | 22*
COc1ccccc1NC(=O)COc1ccc(Br)cc1CO | 32 | 0 | 1.8 | -7 | 9 | 10 | 9 | 4
O=C(c1cccs1)N(Cc1cc2ccccc2[nH]c1=O)CC1CCCO1 (configuration not stated) | -22 | -4 | -1.0 | 5 | 2 | -6 | -2 | -3
N#C/C(=N\O)c1nc2ccccc2[nH]1 | -51 | -6 | 0.2 | -9 | 8 | -15 | 7 | 22*
O=C1CC(Cc2ccc(Br)cc2)C(=O)N1c1ccccc1 (configuration not stated) | 14 | -6 | 1.0 | -14 | -5 | -29 | -2 | 0
COc1cccc(OCC(=O)Nc2c3c(nn2-c2ccccc2)CS(=O)(=O)C3)c1 | 4 | 7 | 0.1 | 16 | 12 | -3 | -3 | 0
O=C(Oc1coc(CSc2nnc(NC(=O)C3CC3)s2)cc1=O)c1ccccc1 | 9 | 5 | 0.0 | -19 | -7 | -3 | -9 | -3
CCN(c1cccc(C)c1)S(=O)(=O)c1ccc2c(c1)N(C(C)=O)CCS2 | 9 | 6 | 0.8 | 3 | 7 | 9 | -4 | -2
COc1ccc(NC(=O)Nc2cccc(NC(C)=O)c2)c(OC)c1 | 0 | -4 | 1.5 | 17 | -14 | 5 | -9 | 6
CC(=O)Nc1ccc(S(=O)(=O)N2CCN=C2SCc2cccc(C)c2)cc1 | -3 | 3 | 2.1 | 9 | 5 | -3 | -3 | -13
CCCCCCCCOC(=O)/C=C/c1c(C)[nH]c(=O)[nH]c1=O | 7 | 10 | 0.6 | -6 | -8 | -18 | 0 | -2

Compound profiles, as listed above.
`COc1ccc(NC(=O)Nc2cccc(NC(C)=O)c2)c(OC)c1` reads SENP8 inh: 0; SENP7 inh: -4; MPTP inh: 1.5; PfG6PD inh: 17; HKDC1 inh: -14; SENP6 inh: 5; ATG4B inh: -9; GRIN3A LBD mod: 6
`CCCCCCCCOC(=O)/C=C/c1c(C)[nH]c(=O)[nH]c1=O` reads SENP8 inh: 7; SENP7 inh: 10; MPTP inh: 0.6; PfG6PD inh: -6; HKDC1 inh: -8; SENP6 inh: -18; ATG4B inh: 0; GRIN3A LBD mod: -2

Following part
SMILES | SENP8 inh | SENP7 inh | MPTP inh | PfG6PD inh | HKDC1 inh | SENP6 inh | ATG4B inh | GRIN3A LBD mod
CC(/C=N/NC(=O)CCn1nnc2ccccc21)=C\c1ccccc1 | 9 | -8 | 1.8 | -6 | -8 | -3 | -5 | -4
CCOC(=O)C1(Cc2ccccc2C)CCCN(C(=O)c2ccc(OC)o2)C1 (configuration not stated) | 6 | -14 | 1.3 | 2 | -2 | -12 | -3 | 1
COc1ccccc1-n1cnnc1SCC(=O)c1c[nH]c2ccccc12 | 5 | -3 | 2.6 | 12 | -8 | 5 | -15 | -2
O=C(/C=C/c1cn(-c2ccccc2)nc1-c1ccc2c(c1)OCCO2)NCCCN1CCOCC1 | -414 | 7 | 2.0 | 9 | 12 | -18 | -11 | -1
COc1ccc(-n2c(Cc3cccn3C)nnc2SCC(=O)Nc2cccc(F)c2)cc1 | -1 | -2 | -0.6 | 8 | -5 | -15 | 8 | -8
CCCN(C(=O)COC(=O)Cn1c(=O)oc2ccccc21)c1c(N)n(Cc2ccccc2)c(=O)[nH]c1=O | -3 | -1 | -1.4 | -4 | -4 | -5 | 6 | 2
O=S(=O)(c1ccccc1)C1(C2CC(c3ccccc3)=NO2)CC(O)C1 (configuration not stated) | 4 | -1 | -1.7 | 13 | -1 | -13 | 2 | -1
COCCCNC(=O)CS(=O)(=O)Cc1nc(-c2cccc(OC)c2)oc1C | 8 | 7 | 0.4 | 38 | -2 | -4 | -7 | 2
CCOc1cc(C)c(C(C)C)cc1S(=O)(=O)NCc1ccccn1 | 26 | -4 | 1.1 | -25 | -4 | -13 | -1 | 1
COc1cccc(NC(=O)C(Sc2nnc(Nc3ccccc3C)s2)c2ccccc2)c1 (configuration not stated) | 8 | 0 | 5.9 | 9 | -1 | 1 | 31 | 11*

Single entries from above:
Entry for COc1cccc(NC(=O)C(Sc2nnc(Nc3ccccc3C)s2)c2ccccc2)c1 (configuration not stated) in PfG6PD inh: 9
Entry for C=C(C)C1CC=C(C)/C(=N/NC(=O)c2cccs2)C1 (configuration not stated) in PfG6PD inh: 25
Entry for O=S(=O)(c1ccccc1)C1(C2CC(c3ccccc3)=NO2)CC(O)C1 (configuration not stated) in ATG4B inh: 2
Entry for COCCCNC(=O)CS(=O)(=O)Cc1nc(-c2cccc(OC)c2)oc1C in HKDC1 inh: -2
Entry for COc1ccc(-n2c(Cc3cccn3C)nnc2SCC(=O)Nc2cccc(F)c2)cc1 in GRIN3A LBD mod: -8

Other results
SMILES | SENP8 inh | SENP7 inh | MPTP inh | PfG6PD inh | HKDC1 inh | SENP6 inh | ATG4B inh | GRIN3A LBD mod
CCOc1ccc(NC(=S)NC(=O)c2c(Cl)c(C)nn2C)c([N+](=O)[O-])c1 | -1 | 0 | 2.4 | -2 | -11 | -3 | -10 | 2
Nn1c(SCC(=O)Nc2ccc(S(N)(=O)=O)cc2)nnc1-c1ccco1 | -1 | -9 | -0.4 | 10 | -7 | -5 | 0 | 1
Cc1nc(C)c(-c2csc(Nc3cccc(O)c3)n2)s1 | -22 | -8 | 2.6 | 39 | -7 | 10 | -8 | 20*
CCn1c(SCC(=O)N/N=C/C(C)=C/c2ccco2)nnc1-c1ccccc1 | 8 | -13 | 1.8 | 9 | 15 | -16 | 10 | -2
COc1ccc(CCn2c(-c3ccncc3)n[nH]c2=S)cc1OC | 9 | -2 | -1.2 | 28 | -5 | -20 | -14 | 1
Cc1ccc(Nc2nc(NCCCN3CCOCC3)nc(N)c2[N+](=O)[O-])cc1 | 6 | -5 | -0.9 | -16 | 1 | -10 | -2 | -8
O=C(NCCC1CCCCN1S(=O)(=O)c1ccccc1)C(=O)NCc1ccccn1 (configuration not stated) | 2 | -3 | 0.0 | 1 | -3 | -10 | 0 | -2
COc1ccc(CCN(C(=O)c2snc(C(N)=O)c2N)C(C(=O)NCC2CCCO2)c2ccc(F)cc2)cc1OC (configuration not stated) | -242 | 10 | 0.4 | -12 | 2 | -17 | -3 | -3
COc1ccc(/C(N)=N/OC(=O)c2cc(-c3ccccc3)nc3ccccc23)cc1 | -96 | -3 | 1.0 | 4 | -3 | -27 | -7 | -8
Cc1ccccc1Nc1nc(N)nc(CSc2nnc3sc4ccccc4n23)n1 | 10 | 4 | 0.7 | 35 | 36* | 5 | -2 | 0
Cc1ccccc1C(=O)Nc1ccccc1C(=O)NCc1ccccc1 | 14 | -5 | 0.6 | 5 | -2 | -5 | -5 | -6
CCOC(=O)c1sc(-c2ccc(C)cc2)c(C#N)c1C | -348 | -1 | 3.9 | 35 | -9 | -9 | -1 | -1
CCC(C)NC(=O)c1ccccc1NC(=O)c1ccccc1N(C)S(C)(=O)=O (configuration not stated) | 8 | 1 | 0.4 | 2 | 0 | -16 | -3 | -1
Cc1c(O[C@@H]2O[C@H](CO)[C@@H](O)[C@H](O)[C@H]2O)c(CO)c(O[C@@H]2O[C@H](CO)[C@@H](O)[C@H](O)[C@H]2O)c2c1O[C@@H](c1ccccc1)C[C@@H]2O | 14 | -1 | -1.6 | 3 | -2 | -2 | 0 | -1
CCn1ncc(Br)c1C(=O)Nc1ccc(C(C)C)cc1 | 15 | -18 | -0.2 | 16 | 5 | -6 | -3 | 2
COc1cc(-c2ccc3oc(-c4ccsc4)cc(=O)c3c2)cc(OC)c1OC | -14 | 3 | 0.1 | 9 | -1 | 4 | 4 | -5
Cc1ccc(S(=O)(=O)Nc2ccc3c(c2)nc(C)n3C)cc1 | 30 | 0 | 1.2 | 10 | -5 | 6 | -8 | 1
O=C(Nc1cccc(F)c1)NC1CCCCCCC1 | 7 | -1 | 47 | 24 | 1 | 5 | 14 | -6
CCc1cc2c(=O)[nH]c(CC(N)=O)nc2s1 | -4 | 6 | -0.6 | -6 | 8 | 10 | 2 | 0
COCC(C)OC(=O)/C(C#N)=C\c1coc2ccc(C)cc2c1=O (configuration not stated) | -71 | . | 45 | -5 | 9 | . | 62* | 9
CCc1ccc(C(C)NC(=O)COC(=O)c2ccc(-n3cnnn3)cc2)cc1 (configuration not stated) | -16 | 2 | 0.1 | -9 | -7 | -6 | -5 | 0
Cc1ccc(S(=O)(=O)N2CCCN(S(=O)(=O)c3ccc(C(F)(F)F)cc3)CC2)cc1 | 11 | -1 | -0.2 | 2 | 5 | -1 | -5 | 0
CS(=O)(=O)c1nc(S(=O)(=O)c2ccc(Cl)cc2)c(N2CCCCCC2)s1 | 11 | -1 | -2.7 | 2 | -2 | 4 | 14 | -1
Cc1nccn1C[C@@H]1CCc2c(c3ccccc3n2C)C1=O | 4 | -4 | -0.7 | -2 | -4 | 2 | -3 | -1
Cc1cc(C)n(CC(O)COc2ccccc2)n1 (configuration not stated) | 6 | -2 | 0.4 | -10 | -2 | -19 | 8 | 1
COc1ccc(CNC(=O)[C@@H](NC(=O)C2CCN(C(=O)[C@@H](N)CCSC)CC2)C(C)C)cc1 | 30 | 5 | 1.7 | -2 | -5 | -16 | -15 | -5
CC(C)(C)c1ccc(S(=O)(=O)N2CC(=O)Nc3ccccc32)cc1 | 13 | 6 | 6.3 | -7 | 4 | 9 | -12 | 0
CC(=O)c1ccc(NC(=O)CSc2nnc(Cc3cccn3C)n2-c2ccc(F)cc2)cc1 | 18 | -2 | -1.1 | 7 | 0 | 5 | -9 | -4
COc1cccc(CNC(=O)c2ccc(NC(=O)CC3SC(N4CCCCC4)=NC3=O)cc2)c1 (configuration not stated) | 18 | 2 | 0.7 | -16 | -3 | 5 | -3 | -1
O=C(NCCCN1CCOCC1)C(=O)N/N=C/c1ccccc1Cl | 0 | 10 | 0.5 | -5 | -5 | -3 | -4 | 1
Cc1ccc(Nc2c(-c3ccccn3)nc3cc(C)ccn23)cc1 | -405 | 4 | 5.1 | 4 | 0 | 1 | 25 | 0
O=C(N/N=C\c1ccccn1)c1cccc(C(=O)N/N=C\c2ccccn2)n1 | 16 | 13 | 2.3 | 1 | -25 | -10 | -2 | -3
COc1ccc(C(=O)c2ccc(N3CCN(C4CC(=O)NC4=O)CC3)cc2)cc1F (configuration not stated) | -121 | -7 | -3.8 | 3 | 2 | -25 | -11 | 5
CCCCC(=O)Nc1cc(NC(=O)CCCC)cc(C(=O)O)c1 | 19 | 10 | -1.2 | -15 | 1 | -12 | 0 | 2
CCC(C)Nc1nc(OC(C(F)(F)F)C(F)(F)F)nc(OC(C(F)(F)F)C(F)(F)F)n1 (configuration not stated) | 28 | 8 | 60* | -5 | 1 | -2 | -9 | 1
Cc1cnc(NC(=O)CCCSc2nc3ccccc3s2)s1 | 2 | -1 | 2.0 | -2 | -11 | -12 | -12 | 2

Random draw from the library; overall some 6.9% were active at least once.
